Source: PubChem BioAssay
GPR151 activ = activators of human GPR151, primary screen, cell-based, PathHunter beta-arrestin, luminescence; G-protein coupled receptor 151 (Homo sapiens), Q8TDV0; PathHunter beta-arrestin GPR151 cells; activation, % at 11.2 µM; actives 1% (n = 650,000); AID 1508602, 2020; in the data active means activation above about 4.9%;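 further: 0% = median of compound wells and 100% = cells with positive control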
Target sequence (Q8TDV0 whole entry, looked up): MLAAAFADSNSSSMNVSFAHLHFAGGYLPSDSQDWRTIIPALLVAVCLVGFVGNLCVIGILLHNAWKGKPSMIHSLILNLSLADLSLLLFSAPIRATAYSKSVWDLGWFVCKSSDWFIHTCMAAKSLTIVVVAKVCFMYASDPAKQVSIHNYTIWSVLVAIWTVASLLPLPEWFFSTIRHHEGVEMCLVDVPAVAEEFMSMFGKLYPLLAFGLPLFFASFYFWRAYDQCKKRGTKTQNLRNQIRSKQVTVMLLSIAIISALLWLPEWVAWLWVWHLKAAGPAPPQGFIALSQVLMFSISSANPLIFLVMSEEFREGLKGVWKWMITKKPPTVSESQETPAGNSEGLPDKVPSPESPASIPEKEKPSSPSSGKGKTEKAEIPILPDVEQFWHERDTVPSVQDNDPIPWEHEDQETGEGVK
FBW7 act = FBW7 E3 ligase activators, primary screen, biochemical, AlphaScreen, human | AlphaScreen FBW7–phospho-cyclin E peptide binding, activator screen | normalized activity (activation), % at 26.1 µM | actives 0.13% (n = 650,000) | F-box/WD repeat-containing protein 7 (Homo sapiens), Q969H0; in the data active means normalized activity above about 1.9%;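 further: purified mutant Fbw7 with reduced substrate affinity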
TEAD-YAP block = TEAD-YAP interaction inhibition, primary screen, TEAD-YAP interaction inhibitor project, luminescence, HEK-TIYL cells; actives 1.4% (n = 640,000); inhibition, % at 9.12 µM; AID 1259422, 2018; TEAD-Gal4/YAP UAS-luciferase luminescence; in the data active means inhibition above about 32%;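 further: 0% = median of test compound wells and 100% = reference inhibitor wells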
MITF inh = MITF inhibitors, primary screen, biochemical, AlphaScreen, human | Microphthalmia-associated transcription factor (Homo sapiens), O75030 | AlphaScreen MITF homodimerization, bead proximity signal | inhibition, % at 2.6 µM | actives 0.91% (n = 650,000) | AID 1259374, 2018; in the data active means inhibition above about 50%;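 further: 0% = vehicle wells with protein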
Target sequence (O75030 whole entry, looked up): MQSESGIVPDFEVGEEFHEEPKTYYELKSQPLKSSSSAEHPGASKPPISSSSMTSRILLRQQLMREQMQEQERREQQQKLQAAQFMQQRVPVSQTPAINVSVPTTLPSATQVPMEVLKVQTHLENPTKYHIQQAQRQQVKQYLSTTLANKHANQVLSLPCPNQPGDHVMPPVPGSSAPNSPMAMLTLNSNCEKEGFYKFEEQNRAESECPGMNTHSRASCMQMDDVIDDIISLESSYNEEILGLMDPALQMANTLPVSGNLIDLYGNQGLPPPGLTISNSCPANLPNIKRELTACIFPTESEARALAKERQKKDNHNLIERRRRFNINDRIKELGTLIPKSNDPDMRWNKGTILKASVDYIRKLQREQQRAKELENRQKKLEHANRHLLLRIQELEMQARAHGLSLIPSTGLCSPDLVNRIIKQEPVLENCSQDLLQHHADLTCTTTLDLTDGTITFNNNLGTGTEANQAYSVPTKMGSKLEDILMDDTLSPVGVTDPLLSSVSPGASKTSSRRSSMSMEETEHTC
Starred values were filed as active, the others as inactive.

SMILES | GPR151 activ | FBW7 act | TEAD-YAP block | MITF inh
CC1(C)Oc2ccc(C(=O)N3CCCCCC3)cc2N(CC(=O)N2CCOCC2)C1=O | -0.5 | 0.0 | -3 | 5
COc1ccc(C(=O)Nc2ccc(N(C)C(C)=O)cc2)cc1I | -1.5 | 0.0 | -22 | -6
COc1cc(/C=C2\SC(=O)N(Cc3ccccc3Cl)C2=O)ccc1OCC(=O)O | 0.6 | 0.2 | 4 | 13
CCn1c(SCC(=O)Nc2ncc(C)s2)nnc1C(C)NC(=O)c1ccc(C)cc1 (configuration not stated) | -0.7 | 0.3 | 7 | 8
Cc1ccc(C(=O)NCCCCCCNC(=O)c2ccc(C)nc2)cn1 | 2.5 | 0.0 | 15 | 1
Cc1ccc(CN2CCC(C(=O)NC3CCCCCC3)CC2)o1 | 0.0 | 0.1 | -8 | 9
CC1CN(CCNC(=O)/C=C/c2cccnc2)Cc2ccccc2O1 (configuration not stated) | -0.5 | -0.1 | -16 | -6
O=C(NCCC1=CCCCC1)c1cc(S(=O)(=O)NCCc2ccccc2)ccc1F | 9.7* | -0.1 | 9 | -8
COc1ccc(S(=O)(=O)/N=C2\C=CC(=O)C(Cl)=C2)cc1 | -0.9 | 0.0 | -10 | 23
Cn1c(COc2ccc(C3CCCCC3)cc2)nnc1SCC(=O)c1ccc(O)c(O)c1 | -1.8 | 0.2 | -7 | 19
CCC(C)(C)NC(=O)C(c1cccs1)N(C(=O)c1csnn1)c1ccccc1 (configuration not stated) | 1.3 | 0.0 | 8 | 3
COc1ccc(-c2noc(C34CC5CC(CC(C5)C3)C4)n2)cc1OC | 0.7 | -0.1 | -6 | 3
O=C(CN(c1ccc(F)cc1)S(=O)(=O)c1ccccc1)N1CCN(C(=O)CN(c2ccc(F)cc2)S(=O)(=O)c2ccccc2)CC1 | -1.6 | -0.1 | 2 | -9
CCOC(=O)c1c(NC(=O)COc2ccc(Cl)cc2)sc(C(=O)Nc2ccc(OC)cc2OC)c1C | 0.5 | 0.0 | 2 | -3
O=C(O)c1cc([N+](=O)[O-])ccc1N1CCCC1 | -0.4 | -0.1 | -1 | -3
NC(=O)CSc1nc2sc3c(c2c(=O)n1CCc1ccccc1)CCC3 | 0.5 | -0.1 | -4 | 3
CCCCN(C)C(=O)Cn1nc(CC)n2cccc2c1=O | -0.8 | -0.1 | -1 | 0
COCCN1C(=O)C2C(C(=O)Nc3ccc(Oc4ccccc4)cc3)C3C=CC2(O3)C1C(=O)NC1CCCCC1 (configuration not stated) | -1.2 | 0.3 | 9 | -1
Cc1ccc(Nc2cc(C)c3ccccc3n2)c(C)c1 | 1.7 | -0.2 | -26 | 2
CCCN(C1=NC2CS(=O)(=O)CC2S1)c1ccccc1F (configuration not stated) | 2.0 | -0.1 | 0 | 10
CC(C)c1ccc(CN2CCc3nnc(C(C)NC(=O)c4ccco4)n3CC2)cc1 (configuration not stated) | 1.9 | 0.0 | -1 | -1
COCC(O)CN1CCN(c2ccccc2[N+](=O)[O-])CC1 (configuration not stated) | 1.8 | 0.1 | 12 | 4
Cn1nnnc1SCC(=O)Nc1ncccn1 | -1.3 | -0.2 | 12 | 39
CC(C)[C@H]1NC(=O)[C@H]2CN(C(=O)c3ccc4ccccc4c3)CCN2C1=O | 0.0 | -0.1 | -1 | -4
CC1CCc2nc(NC(=O)c3cccc(C(F)(F)F)c3)sc2C1 (configuration not stated) | -0.6 | -0.1 | -24 | 4
COC(=O)C(CCCCNC(=O)OCc1ccccc1)NC(=O)CN (configuration not stated) | 1.7 | -0.1 | 5 | 5
COc1ccc(C(=O)COC(=O)CCN=C2NS(=O)(=O)c3ccccc32)cc1OC | -0.4 | 0.0 | 0 | -4
COc1cccc(CNCc2c(C(=O)O)n(Cc3ccc(F)cc3)c3cc(OC)ccc23)c1 | -0.8 | 0.0 | 12 | 12
O=C1NCCC(NCCNC(=O)C2COc3ccccc3O2)c2cc[nH]c21 (configuration not stated) | -1.9 | 1.2 | 8 | 8
COc1ccc(/C=N/N2CCOCC2)c(OC)c1OC | 0.3 | 0.0 | 2 | 4
CCOc1ccc(-n2c(C)cc(/C=N\NC(=O)CC(=O)NC3CCCCC3)c2C)cc1 | -1.2 | -0.1 | 2 | 10
Cc1ccc(Cl)c2sc(N(CCCN3CCOCC3)C(=O)c3ccno3)nc12 | 0.3 | 0.0 | -5 | -6
CC(=O)Oc1ccccc1C(=O)Nc1c(C)cc(C)cc1C | -0.7 | 0.0 | -17 | 4
COc1ccc(NC(=O)c2ccc3c(=O)n(Cc4ccco4)c(=S)[nH]c3c2)c(OC)c1 | -0.7 | -0.1 | 0 | 5
COc1ccc(S(=O)(=O)N(CC(=O)N2CCC(C)CC2)Cc2ccccc2)cc1C | 0.0 | -0.3 | 10 | 13
O=C(Cn1c(=O)n(Cc2ccccc2)c(=O)c2cccnc21)Nc1ccccc1F | 2.1 | -0.1 | 3 | -1
CC1CCC(NC(=O)c2nnc(-c3cccc(Cl)c3)o2)CC1 (configuration not stated) | -1.1 | -0.2 | -19 | -18
CCOc1ccc(N(C(=O)c2ccco2)C(C(=O)NC2CCCC2)c2ccncc2)cc1 (configuration not stated) | -0.8 | -0.1 | -1 | 17
Cc1[nH][nH]c(=O)c1C(c1c(C)[nH][nH]c1=O)c1cn(C)c2ccccc12 | 0.4 | -0.4 | 13 | 0
CSc1ncc(C(=O)Nc2ccccc2C)c(C)n1 | -0.8 | 0.0 | -7 | -6

14 of the compounds above, comma-delimited.
SMILES,GPR151 activ,FBW7 act,TEAD-YAP block,MITF inh
COc1ccc(C(=O)COC(=O)CCN=C2NS(=O)(=O)c3ccccc32)cc1OC,-0.4,0.0,0,-4
COc1cccc(CNCc2c(C(=O)O)n(Cc3ccc(F)cc3)c3cc(OC)ccc23)c1,-0.8,0.0,12,12
O=C1NCCC(NCCNC(=O)C2COc3ccccc3O2)c2cc[nH]c21 (configuration not stated),-1.9,1.2,8,8
COc1ccc(/C=N/N2CCOCC2)c(OC)c1OC,0.3,0.0,2,4
CCOc1ccc(-n2c(C)cc(/C=N\NC(=O)CC(=O)NC3CCCCC3)c2C)cc1,-1.2,-0.1,2,10
Cc1ccc(Cl)c2sc(N(CCCN3CCOCC3)C(=O)c3ccno3)nc12,0.3,0.0,-5,-6
CC(=O)Oc1ccccc1C(=O)Nc1c(C)cc(C)cc1C,-0.7,0.0,-17,4
COc1ccc(NC(=O)c2ccc3c(=O)n(Cc4ccco4)c(=S)[nH]c3c2)c(OC)c1,-0.7,-0.1,0,5
COc1ccc(S(=O)(=O)N(CC(=O)N2CCC(C)CC2)Cc2ccccc2)cc1C,0.0,-0.3,10,13
O=C(Cn1c(=O)n(Cc2ccccc2)c(=O)c2cccnc21)Nc1ccccc1F,2.1,-0.1,3,-1
CC1CCC(NC(=O)c2nnc(-c3cccc(Cl)c3)o2)CC1 (configuration not stated),-1.1,-0.2,-19,-18
CCOc1ccc(N(C(=O)c2ccco2)C(C(=O)NC2CCCC2)c2ccncc2)cc1 (configuration not stated),-0.8,-0.1,-1,17
Cc1[nH][nH]c(=O)c1C(c1c(C)[nH][nH]c1=O)c1cn(C)c2ccccc12,0.4,-0.4,13,0
CSc1ncc(C(=O)Nc2ccccc2C)c(C)n1,-0.8,0.0,-7,-6

Next results follow:
SMILES | GPR151 activ | FBW7 act | TEAD-YAP block | MITF inh
N#C/C(=C(/O)c1ccc(Br)cc1F)c1nc2ccccc2[nH]1 | -0.5 | 0.0 | -7 | -4
Cc1cc2nc(-c3ccc(NC(=O)c4ccc(OCC(C)C)cc4)cc3)oc2cc1C | 1.3 | -0.1 | 6 | -6
C=CCOc1cccc(C(=O)NCC2Cc3cccc(-c4cncc(C(N)=O)c4)c3O2)c1 (configuration not stated) | 0.5 | 0.0 | 5 | 10
O=C(CCc1c[nH]c2ccccc12)Nn1c(SCc2cc(=O)n3ccccc3n2)nc2ccccc2c1=O | -1.0 | 0.4 | 4 | 10
CSc1nnc(CCNC(=O)C(C)(c2ccccc2)c2ccccc2)n1C | 0.3 | 0.9 | 0 | 1
CCOc1ccccc1C(=O)Nc1nn(C)c2c1C(c1cccs1)CC(=O)N2 (configuration not stated) | 0.0 | -0.2 | -3 | -9
COc1ccc(/C=C/C(=O)N2CC(C)N(C(=O)/C=C/c3ccc(OC)cc3)CC2C)cc1 (configuration not stated) | 0.1 | 0.0 | -39 | -7
O=C(Nc1cc(C(=O)N2CCN(c3ccccc3Cl)CC2)ccc1N1CC2CC(C1)c1cccc(=O)n1C2)c1c(F)cccc1F (configuration not stated) | 0.5 | -0.1 | -9 | -4
CCC(C)NC(=O)c1c(C(F)(F)F)nc2ccccn12 (configuration not stated) | -1.5 | 0.6 | 10 | 10
CCCC1OCC2(COC(=O)c3ccccc3)C(C)C=C(C)C1C2C (configuration not stated) | -1.9 | -0.2 | 7 | -5
CC(NC(=O)C(=O)NCc1ccc2c(c1)OCO2)C(c1cccs1)N1CCOCC1 (configuration not stated) | -0.7 | -0.1 | -6 | -1
Cc1ccccc1OCc1nnc(SCc2ccc(C#N)cc2Cl)n1C | 0.2 | 0.1 | -6 | -9
C/C(CC(=O)NCc1ccco1)=N\NC(=O)c1cccc([N+](=O)[O-])c1 | 0.2 | 0.2 | 2 | 2
CC(C)(C)NC(=O)COc1ccc(CNCCc2ccccc2F)cc1 | -0.1 | 0.1 | 4 | -2
CN(C)S(=O)(=O)c1cccc(COC(=O)c2cccnc2N)c1 | 0.6 | -0.1 | 11 | 1
OB(O)c1ccc(-c2ccc(B(O)O)cc2)cc1 | -3.2 | -0.1 | -27 | -5
O=C(Cn1cnc2scc(-c3ccccc3)c2c1=O)NCCC1=CCCCC1 | 0.1 | 0.0 | 9 | 4
CSc1ccc(C2C=C(c3ccc(Cl)cc3)Nc3ncnn32)cc1 (configuration not stated) | 0.8 | 0.0 | -20 | -3
CCOC(=O)c1nn(CCO)c2c1CN(Cc1cc(F)ccc1F)CC2 | 0.8 | -0.1 | 6 | -3
Cc1ccc2oc(N=C(N)N)nc2c1 | -1.5 | -0.2 | -25 | -2

Record cards, from the list above. Order of values: GPR151 activ | FBW7 act | TEAD-YAP block | MITF inh
`CCC(C)NC(=O)c1c(C(F)(F)F)nc2ccccn12` (configuration not stated) reads -1.5 | 0.6 | 10 | 10
`C=CCOc1cccc(C(=O)NCC2Cc3cccc(-c4cncc(C(N)=O)c4)c3O2)c1` (configuration not stated) reads 0.5 | 0.0 | 5 | 10

Going on with the list.
SMILES | GPR151 activ | FBW7 act | TEAD-YAP block | MITF inh
O=C(Nc1nnc(-c2ccc(Cl)cc2Cl)s1)c1c(F)cccc1F | -1.4 | 0.0 | 0 | -3
O=C1CNC(=O)c2c(ncn2Cc2ccccc2)N1 | 0.2 | 0.3 | 3 | 11
COCCNC(=O)C(C)Sc1ccc(Cl)cc1 (configuration not stated) | -0.3 | -0.1 | 16 | -22
Fc1ccc(N2CCn3c(SCc4cccnc4)nnc32)cc1 | -0.1 | -0.1 | -11 | 13
Cc1ccc(OCCNC(C)(C)C)cc1C | -1.0 | 0.3 | 1 | -3
COc1ccc(NC(=O)c2nn3c(C(F)(F)F)cc(-c4ccc(Br)cc4)nc3c2Cl)cc1OC | 2.5 | -0.1 | 6 | -4
CC1Sc2cc(S(=O)(=O)CCC(=O)NC(C)c3ccccc3)ccc2NC1=O (configuration not stated) | 1.1 | 0.4 | 7 | 4
O=C(COc1ccc(F)cc1)NCCCN1CCOCC1 | -0.1 | 0.0 | 1 | 18
Cc1ccc(C2/C(=C(/O)c3ccc(F)cc3)C(=O)C(=O)N2CCN(C)C)cc1 (configuration not stated) | -0.5 | 0.0 | -9 | -13
Cc1ccc(S(=O)(=O)N(CC(=O)N2CCN(C)CC2)Cc2cccc(Cl)c2)cc1 | -1.0 | 0.3 | 12 | 20
CC(=O)CC(=O)NCc1ccccc1 | -0.5 | 0.0 | 4 | 3
COC(=O)c1ccc(Nc2nnc(Cc3ccc(Cl)cc3)c(=O)[nH]2)cc1 | -0.9 | 0.0 | 3 | -2
Nc1cc(Cl)ccc1C(=O)OC1CCOC1=O (configuration not stated) | 0.1 | -0.1 | -2 | -19
COC(=O)CCCC(=O)N1CCCC(C(=O)Nc2ccc(-c3cscn3)cc2)C1 (configuration not stated) | 1.8 | -0.1 | -10 | -3
CCOC(=O)c1ccc(N2N=C(C(F)(F)F)/C(=C/c3ccc(O)c(OC)c3)C2=O)cc1 | -1.2 | 0.0 | 3 | -4
COc1ccc(N(C)C(=O)Cn2c(=O)oc3ccccc32)c(OC)c1 | 1.0 | -0.1 | 2 | -1
Cc1ccc(CNc2nc(CN3CCNC(=O)CC3)nc3ccccc23)cc1 | -0.4 | 0.2 | -8 | 3
Cc1cc(C)nc(N/N=C/c2ccc(OC(=O)c3ccc(Br)o3)cc2)n1 | -4.7 | -0.3 | -4 | 0
COCCOC(=O)c1c(C)oc2ccc(OC/C=C/c3ccccc3)cc12 | 1.8 | 0.1 | 1 | -2
O=[N+]([O-])c1ccc(/C=C/C=N/Nc2nc3ccccc3s2)o1 | 2.6 | 0.0 | -6 | 7
O=C(NCc1ccccc1)/C(=C/c1ccccc1)NC(=O)c1ccco1 | -0.5 | 0.1 | 3 | -19
COc1ccccc1Oc1nc2ccccn2c(=O)c1/C=C(\C#N)C(=O)NCc1ccco1 | -7.6 | 0.5 | 8 | 18
NC(=O)c1ccc2nc(-c3ccccc3)sc2c1 | -11 | 0.1 | 73* | 1
CCN(CC)C(=O)Cn1cc(/C=C(\C#N)C(=O)NC2CC2)c2ccccc21 | -0.6 | 0.4 | 11 | 10
O=[N+]([O-])c1ccc(Cl)c(CN2CCSCC2)c1 | 0.4 | 0.3 | -9 | 21
